# High-throughput results deposited in PubChem BioAssay by Fisher Drug Discovery Resource Center.
# mcGAS RapidFire: inhibitors of Mus musculus cyclic GMP-AMP synthase, initial high-throughput assay, cell-free, RapidFire MS | Q8C6L5 | recombinant mouse cGAS, cGAMP by RapidFire MS | inhibition, % at 12.5 µM | actives 0.18% (n = 130,000) | AID 1259397, 2018;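 active means inhibition of cGAS enzyme activity at or above 60%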;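 further: enzyme stimulated by 45 bp dsDNA with ATP and GTP substrates; cGAMP share of summed cGAMP plus half ATP and half GTP signals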
# Target sequence (Q8C6L5 whole entry, looked up): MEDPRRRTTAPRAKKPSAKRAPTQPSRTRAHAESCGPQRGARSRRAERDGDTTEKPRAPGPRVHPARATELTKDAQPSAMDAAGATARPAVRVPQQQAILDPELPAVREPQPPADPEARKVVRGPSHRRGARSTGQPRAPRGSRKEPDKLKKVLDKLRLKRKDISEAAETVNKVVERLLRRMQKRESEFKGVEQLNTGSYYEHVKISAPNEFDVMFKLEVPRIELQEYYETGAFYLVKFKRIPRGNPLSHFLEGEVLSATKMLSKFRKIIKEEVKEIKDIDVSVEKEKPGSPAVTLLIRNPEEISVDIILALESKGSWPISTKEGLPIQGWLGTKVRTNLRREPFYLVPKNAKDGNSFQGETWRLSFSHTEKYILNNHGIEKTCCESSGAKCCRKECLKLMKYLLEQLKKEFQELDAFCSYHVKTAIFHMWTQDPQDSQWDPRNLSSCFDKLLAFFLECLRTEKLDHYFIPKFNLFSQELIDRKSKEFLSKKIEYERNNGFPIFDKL
# The depositor's hits bear a star; & = joins results of further samples. A portion of the library (hit frequency here may not be typical).
SMILES,mcGAS RapidFire
COCC(C)NC(=O)CC1CSc2nc(C(C)C)cc(=O)n21 (centres undefined),-3
C=CCC(O)(CC=C)C(C)NC(=O)c1cc(COc2ccc(C)nc2)on1 (centres undefined),-2
C=C(Br)CNC(=O)c1c(F)cccc1NC(=O)NCC,8
CCC1CCC2(CC1)NNC(=S)NN2,1
O=S1(=O)NC(=NC2CCN(c3ccccc3)C2)c2ccccc21 (centres undefined),-7
CCc1nnsc1C(=O)N[C@H]1C[C@@H](C(=O)OC)N(C)C1,-10
CC1(C(=O)NS(=O)(=O)c2ccc(Cl)cc2)CCN1C(=O)CCc1ccccc1 (centres undefined),-5
COC(=O)c1sccc1CN(C)Cc1csc(Br)c1,-4
CS(=O)(=O)N1N=C(c2ccc3c(c2)OCO3)CC1c1ccc(F)cc1 (centres undefined),-8
CN(C)c1ccc(C=NOCc2nnc(-c3ccc(F)cc3)o2)cc1,-6
COC(=O)[C@@H]1C[C@@H](NC(=O)CCn2nc(C)c(C)c2C)CN1C,7
FC(F)(F)c1cccnc1N1CCN(Cc2nc3ncccn3c2Br)CC1,8
CNC(=O)C1CCN(Cc2ccc(C(=O)Nc3cc(F)ccc3C)cc2)C1 (centres undefined),-4
CN(C)Cc1ccccc1CNS(=O)(=O)c1ccc(F)cc1,2
O=C(CCc1ccccc1)Nc1ccnn1C1CCN(C(=O)c2n[nH]c3c2CCCC3)CC1,-1
O=C(NCc1ccccc1)c1cnc(N2CCN(Cc3ccccc3)C2=O)o1,-6
Fc1ccc(C2CC(c3cccc(Br)c3)Nc3nnnn32)cc1 (centres undefined),-4
O=S(=O)(Nc1ccccc1Cl)c1ccc2oc(=S)[nH]c2c1,-11&-6
Cc1nnc(SCCCNC(=O)c2ccncc2Cl)s1,-7
O=C(Nc1ccc(F)cc1)N1CCC(n2cc(CN3CCOCC3)nn2)CC1,-6
COc1ccc(C=C2SC(=S)NC2=O)c(OC)c1OC,5
CC(C#N)Sc1nnc(-c2ccco2)o1 (centres undefined),-9
CCc1ccc(-n2c(C)cn3c4c(=O)n(CCN5CCCCC5)c(=O)n(C)c4nc23)cc1,-1
COc1cc(Br)c(S(=O)(=O)NCC2COC(C)(C)O2)cc1OC (centres undefined),0
O=C(Nc1ccc2c(c1)CN(C(=O)Cn1nc3ccccc3n1)CC2)C1CCCO1 (centres undefined),-3
COc1ccc(CN2CCNC(=O)C2CC(=O)N(C)Cc2nonc2C)c(F)c1 (centres undefined),3
CCN(CC)C(C)C(=O)Nc1c2c(cc3c1CCC3)CCC2 (centres undefined),-22
CC(C)Cc1ncc2c(n1)CN(C(=O)c1ccccn1)C2,-7
CC(C)(C)C(=O)CSc1nnc(-c2cc(-c3ccccc3)nc3ccccc23)o1,-7
Cc1nn2cc(-c3ccc(Br)cc3)cc2c2c(C)n(C)c(C)c12,-7

# Another view of 3 compounds above:
SMILES | mcGAS RapidFire
COc1ccc(C=C2SC(=S)NC2=O)c(OC)c1OC | 5
CC(C#N)Sc1nnc(-c2ccco2)o1 (centres undefined) | -9
CCc1ccc(-n2c(C)cn3c4c(=O)n(CCN5CCCCC5)c(=O)n(C)c4nc23)cc1 | -1

# In a second layout: results already given
smiles	mcGAS RapidFire
CN(C)Cc1ccccc1CNS(=O)(=O)c1ccc(F)cc1	2
O=C(CCc1ccccc1)Nc1ccnn1C1CCN(C(=O)c2n[nH]c3c2CCCC3)CC1	-1
O=C(NCc1ccccc1)c1cnc(N2CCN(Cc3ccccc3)C2=O)o1	-6
Fc1ccc(C2CC(c3cccc(Br)c3)Nc3nnnn32)cc1 (centres undefined)	-4
O=S(=O)(Nc1ccccc1Cl)c1ccc2oc(=S)[nH]c2c1	-11&-6

# (further entries)
SMILES,mcGAS RapidFire
O=C(Nc1c(F)cccc1Oc1ccccc1)C1CCOC1 (centres undefined),-10
Nc1cc(N2CCCC(C(=O)c3ccc(Oc4ccccc4)cc3)C2)ncn1 (centres undefined),-8
Cc1ccc(C)c(Oc2ccc(CNC(=O)N3CCC(C(N)=O)C3)cn2)c1 (centres undefined),0
O=C(Cn1nc(C2CCNCC2)n(Cc2ccccc2)c1=O)N1CCCCC1,-9
O=C(CCl)Nc1ccc(-c2nnc3n2CCCCC3)cc1,-4
COCc1cccc(-c2ccc3c(c2)N(CCN2CCOCC2)C(=O)COC3)c1,-11
c1ccc2c(c1)CC1(CCCCC1)n1nnnc1-2,-5
O=C(CCl)Nc1ccc(Oc2ccc(Br)cc2)cc1,0
COc1cccc(C2CCCCN2Cc2nc(-c3cccs3)oc2C)c1 (centres undefined),-8
Cc1ncccc1Oc1ncnc(N2Cc3cnn(CCO)c3C2)c1C,-13
COc1cccc(C2c3[nH]c4ccccc4c3CCN2C(=O)C2=C(C)OCCO2)c1OC (centres undefined),-8&-7
COCC(=O)NC(c1ccccc1Cl)c1ccccc1OC (centres undefined),-7
CC(C)c1ncc2c(n1)CN(CCS(=O)c1ccccc1)CC2 (centres undefined),-8
C[C@H](CO)N(CC(=O)N(C)Cc1cccc(C(F)(F)F)c1)Cc1ccccc1,-6
COc1ccc(-c2ccc(N)nc2)c(C)c1,-16
CNCc1sccc1C,-1
COc1cc(NC(=O)CNCc2ccc(C(F)(F)F)nc2)cc(OC)c1,-28
C=C(Cl)CN1CCCC(C(C)NC(=O)NC(C)(C)C)C1 (centres undefined),-1
Cc1cnccc1NCCNC(=O)C1CCOC1 (centres undefined),-2
C=C(C)Cn1c(=O)c2c(nc3n2CCCN3c2ccc(F)cc2)n(C)c1=O,-8
COc1ccc(OC)c(COC(=O)c2[nH]c(C)c(C(C)=O)c2C)c1,-2
O=C(NCC1CCCN(Cc2ccoc2)C1)c1ccc(-c2ccccc2)cc1 (centres undefined),-4
COC(=O)C1=C(C)N(C2CCCCC2)C(=O)C1,-9
O=C(N=C1N=C2C=CC(I)=CN2Cc2ccccc21)C(F)(F)F,-9
CCCCN1C(=O)CCc2cc(NC(=O)NCCc3ccc(OC)cc3)ccc21,-7
CC(C)(C)C(=O)N1CCCC(C(=O)NC(C#N)c2ccsc2)C1 (centres undefined),-14
Cc1nnc(NC(=O)CCNC(=O)C2CCCC2)s1,-5
Nc1nc2ccc(S(=O)(=O)N3CCOCC3)cc2s1,-5
O=C(O)c1cc(S(=O)(=O)N2CCc3ccccc32)c(F)cc1F,11
CC1(C)c2ccccc2N2CC(=O)N(CC#N)[C@@]21C,-7
COCC(=O)N1CCCC(N2CCN(c3ccccc3C)CC2)C1 (centres undefined),-1
C=C(C)CN(C)C(=O)CC(=O)NC12CC3CC(CC(C3)C1)C2,-7
CCc1cc2c(=O)n(Cc3cc(F)cc4cccnc34)cnc2s1,-30
CC(C)c1cc(C(=O)NCCc2csc(-c3cccnc3)n2)n(C)n1,-27
COc1ccc(Br)cc1C=CC(=O)N1CCCC1c1nc2ccccc2s1 (centres undefined),5
COC(=O)c1sc(N)c(C(=O)OC)c1C,1
c1cc(-c2nc3cc(Cc4ccc5oc(-c6ccncc6)nc5c4)ccc3o2)ccn1,8
Cc1cc(C(=O)N2CCC2(C)C(=O)NS(=O)(=O)c2cccc(OC(F)F)c2)nn1C (centres undefined),-15
COc1cccc(-c2ccccc2NC(=O)C2CCN(Cc3nc(C)c(C)nc3C)CC2)c1,1
COc1cc(C(=O)NCc2nc(C)cs2)ccc1C,-19
COc1ccc(-c2ccc(C(=O)N3CCCC(c4ccccc4)CC3)cn2)cn1 (centres undefined),1
NCCNc1ccc(C(=O)NC2Cc3ccccc3C2)cn1,0
Cc1nc(CCN)n(-c2ccc(C(F)(F)F)cc2)n1,-5
CNCc1nccn1C,-5
Cc1cc2c(c(-c3cc(NC(C)C)ncn3)c1)OC(CN)C2 (centres undefined),4
O=C(CCNC(=O)C1CCC(O)CC1)Nc1cccc2ccccc12 (centres undefined),-8
O=C(c1ccc2c(c1)OCCCO2)N1CCN(S(=O)(=O)c2cccc(Cl)c2)CC1,5
CN1CC2(CCCN(C(=O)c3ccc4cccnc4c3O)C2)OC1=O (centres undefined),-2
Cn1cc(C(C)(O)CNC(=O)C2COc3ccccc32)cn1 (centres undefined),-6
CC(C)C(=O)N1CCN(C(=O)c2ccccc2Nc2ccccc2)CC1,-10
Cc1cc(C(=O)N(Cc2ccco2)c2nc3c(C(C)C)cccc3s2)no1,-6
COc1ccc2c(=O)c(C(=O)NCC3COc4ccccc4C3)c[nH]c2c1 (centres undefined),0
Cn1cnc(S(=O)(=O)N2CC[C@@H](c3ccc4c(c3)OCO4)[C@H](O)C2)c1,-25
O=C(CCCn1nnnc1CN1CCOCC1)N1CCCN(Cc2cccs2)CC1,2
FC(F)(F)CNC1CCCOC1 (centres undefined),-5
O=C(CC1CCCO1)Nc1c(F)cc(F)cc1F (centres undefined),-11
Cc1ccc(C(C)/C=N\NS(=O)(=O)c2ccc(CC(C)C)cc2)s1 (centres undefined),-7
O=C(NN=Cc1ccc(Cl)cc1Cl)c1cc(-c2cccs2)[nH]n1,-3
CC(C)c1cc(C(=O)NC2CCCN(C3Cc4ccccc4C3)C2)on1 (centres undefined),-17
Cn1cc(CN2CCN(C(=O)c3ccco3)CC2)c(-c2ccc(Oc3ccccc3)cc2)n1,-6

# Going on with the list.
SMILES,mcGAS RapidFire
CCN1CCN(C(=O)CCC2CCN(Cc3cccc4c3OCO4)CC2)CC1,-2
COC1CCCCC1OC(=O)C(C)Cc1c(C)nn(C)c1C (centres undefined),-3
Nc1cccc(C(=O)N(CCN2CCOCC2)Cc2ccco2)c1,-13
O=S(=O)(c1ccc(Br)cc1)N1CCCC(C(F)(F)F)C1 (centres undefined),0
N#Cc1ccc(N2CCC(N3CCCc4cc(OC(F)F)ccc43)C2=O)cc1 (centres undefined),0
CSc1ccc(NC(=O)c2cc3ccccc3o2)cc1,-3
CCCc1nn(CC2CCCO2)c(=O)o1 (centres undefined),-5
O=C(COC(=O)CNC(=O)c1ccco1)NCCN1C(=O)CSC1=O,-6
O=S(=O)(OCc1nc2ccccc2s1)c1ccc(Cl)cc1,-6
CS(=O)(=O)c1ccc(C(=O)Nc2nc(-c3cccs3)cs2)cc1,-5
CC1CCN(Cc2ccc(C(=O)N[C@H]3C[C@H]4CN(C)CCN4C3)o2)CC1,-30
CSc1ccc(C=NNc2ncc(C(F)(F)F)cc2Cl)cc1,-2
O=C(CN1C(=O)SC(=Cc2cccs2)C1=O)OCC(=O)c1ccc[nH]1,-4
Cc1cc(NC=C(Br)C(=O)C(F)(F)F)no1,-9
O=C(NCc1cccnc1N1CCOCC1)c1n[nH]c2c1CCCC2,-6

# The last 5 compounds of the section before are carried over, then new ones follow.
SMILES,mcGAS RapidFire
CC1CCN(Cc2ccc(C(=O)N[C@H]3C[C@H]4CN(C)CCN4C3)o2)CC1,-30
CSc1ccc(C=NNc2ncc(C(F)(F)F)cc2Cl)cc1,-2
O=C(CN1C(=O)SC(=Cc2cccs2)C1=O)OCC(=O)c1ccc[nH]1,-4
Cc1cc(NC=C(Br)C(=O)C(F)(F)F)no1,-9
O=C(NCc1cccnc1N1CCOCC1)c1n[nH]c2c1CCCC2,-6
CCN(Cc1cccc(F)c1)C(=O)c1ccc(OC)cc1O,-2
Cc1ncsc1C(=O)N1CCCN(CC2CC2)C(C(C)C)C1 (centres undefined),10
O=S(=O)(NCc1ccccc1)N1CCCCC1c1cccnc1 (centres undefined),5
Cc1nccn1CCn1cnc(-c2ccccc2)c1-c1cccc2cccnc12,-6
O=C(C1Cc2cc(F)ccc2O1)N1CCc2cc(F)cc(F)c21 (centres undefined),12
CC(C)(CO)NCC(O)COc1ccc2c(c1)CCC2 (centres undefined),-11
Cc1ccc(F)c(NC2CCCN(C(=O)c3ccc(C(F)(F)F)cc3)C2)c1 (centres undefined),-9
CCOC(=O)NC(=S)NN(C)c1nc(C)cnc1C,-4
CC(=O)N1CCN(S(=O)(=O)c2cccc(C(=O)N(C)c3nccs3)c2)CC1,-4
Cn1c(=O)c2nc(N=Nc3c(O)[nH]c4ccccc34)cnc2n(C)c1=O,-18
CC(=O)N1CCc2c(sc(NC(=O)c3nc4ccccc4s3)c2C(N)=O)C1,3
O=C1NC2=C(C(=O)OC2)C(c2ccc(O)cc2)N1 (centres undefined),-4
COc1ccc(/C=C2\N=C(c3cccc(C)c3)OC2=O)c(OC)c1OC,-2
Cc1ccccc1-c1cc2nc(NCc3ccccc3F)n(C)c(=O)c2s1,8
COc1ccccc1CC1(C)NC(=O)N(CC(=O)N2CCc3ccccc3C2)C1=O (centres undefined),2
O=C(O)C1CN(Cc2ccc3c(c2)Cc2ccccc2-3)CCN1 (centres undefined),-2
COc1ccc(OCc2n[nH]c(=S)n2-c2ccccc2F)cc1,-13
CC(=O)Nc1cccc(C(=O)N2Cc3cnn(Cc4ccc(F)cc4)c3C2)c1,-24
COC(=O)c1ccccc1S(=O)(=O)N1CCCC1c1ccccn1 (centres undefined),-17
CC1(c2ccco2)NC(=O)N(CC(=O)N(c2ccccc2)C2CCCCC2)C1=O (centres undefined),-28
CC1CN(C(=O)NC(C)c2ccc(NC(=O)NC3CC3)cc2)CC(C)(C)O1 (centres undefined),-8
CCc1ccc(CN2CCN(C)C3(CCN(C(=O)c4ccco4)CC3)C2)nc1,-7
CN(CC(=O)N1CCOCC1)C1CCCCC1,1
CC1C(C)S(=O)(=O)CCN1CC1CCC1 (centres undefined),-1
Cc1ccc(-c2nn3c(C)nnc3c3ccccc23)cc1S(=O)(=O)N1CCCC1,-3
COc1ccc(CC2(CO)CCN(Cc3cccc(C(C)=O)c3)CC2)cc1,-9&-5
